# Source: PubChem BioAssay (Broad Institute)
# IDH1 R132H inh – inhibitors of human IDH1 R132H; O75874; IDH1 R132H reductase, diaphorase/resazurin fluorescence, 60 min; inhibition, % at 10 µM; 0.18% of 70,000 active; AID 624101; in the data active = inhibition above about 34%;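 also: 0% = DMSO and 100% = no enzyme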
# PRC2 inh – blocks human EZH2/PRC2 H3K27 methylation; Q15910; DELFIA TRF, 1 h; inhibition, % at 12.5 µM; 0.35% of 57,000 active;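 active = mean inhibition of replicates at least 50% and every single replicate also reaching 50%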;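 also: dimethyl H3K27 on biotinylated H3 21-44 peptide detected by antibody; plate controls were median neutral control wells for no effect and median positive control wells for full effect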
# Target sequence (Q15910 whole entry, looked up): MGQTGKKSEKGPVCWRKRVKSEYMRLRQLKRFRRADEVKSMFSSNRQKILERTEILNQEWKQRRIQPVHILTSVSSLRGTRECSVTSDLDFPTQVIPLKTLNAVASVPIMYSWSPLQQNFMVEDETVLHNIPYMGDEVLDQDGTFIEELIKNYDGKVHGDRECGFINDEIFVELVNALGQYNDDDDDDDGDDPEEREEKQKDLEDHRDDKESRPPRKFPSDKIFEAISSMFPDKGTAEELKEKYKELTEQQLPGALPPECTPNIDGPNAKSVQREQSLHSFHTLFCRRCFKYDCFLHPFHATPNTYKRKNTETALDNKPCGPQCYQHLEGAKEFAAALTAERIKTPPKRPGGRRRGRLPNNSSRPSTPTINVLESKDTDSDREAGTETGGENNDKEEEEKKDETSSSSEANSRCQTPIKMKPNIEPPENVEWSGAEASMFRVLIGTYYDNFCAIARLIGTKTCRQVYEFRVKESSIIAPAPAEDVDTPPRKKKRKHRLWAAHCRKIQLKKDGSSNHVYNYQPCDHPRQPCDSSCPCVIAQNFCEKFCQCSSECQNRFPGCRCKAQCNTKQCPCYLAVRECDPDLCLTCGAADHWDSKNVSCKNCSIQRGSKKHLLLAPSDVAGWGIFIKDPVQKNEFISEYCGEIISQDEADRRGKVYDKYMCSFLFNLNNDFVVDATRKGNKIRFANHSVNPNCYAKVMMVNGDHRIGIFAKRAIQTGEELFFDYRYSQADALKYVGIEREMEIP
# Numbers without * were called inactive; / = not tested or not shown; & = joins results of further samples. This is a subset; count on the stated rates, not on these rows.
Structure,IDH1 R132H inh,PRC2 inh
O=C(Nc1ccc2c(c1)OCO2)N[C@@H]1CC[C@@H](CCNC(=O)C2CCCCC2)O[C@@H]1CO,-0.2,3
CC(=O)N(C)C[C@@H]1Oc2cc(-c3cccnc3)ccc2S(=O)(=O)N([C@H](C)CO)C[C@@H]1C,-0.3,/
C[C@@H]1CN([C@H](C)CO)C(=O)c2cc(NC(=O)NC3CCCCC3)ccc2O[C@H]1CN(C)C(=O)Nc1ccc(F)cc1,1.7,3
COc1ccc(S(=O)(=O)N(C)C[C@@H]2Oc3cc(-c4ccccc4OC)ccc3S(=O)(=O)N([C@H](C)CO)C[C@@H]2C)cc1,0.0,/
COc1cccc(C(=O)Nc2ccc3c(c2)OC[C@H](C)NC[C@H](C)[C@H](OC)CN(C)C3=O)c1,-0.4,7
C[C@H]1CN([C@@H](C)CO)S(=O)(=O)c2ccc(C#CC3CCCC3)cc2O[C@@H]1CN(C)C,-1.0,/
C/C=C/c1ccc2c(c1)O[C@@H](CN(C)C(=O)c1cccnc1)[C@H](C)CN([C@H](C)CO)S2(=O)=O,1.0,/
CCc1ccc(OCC(=O)Nc2ccc3oc(-c4ccccc4F)nc3c2)cc1,0.3,10
Cc1noc(C)c1NC(=O)N(C)C[C@@H]1OCCCC[C@@H](C)Oc2ccc(NC(=O)CCC(F)(F)F)cc2C(=O)N([C@@H](C)CO)C[C@H]1C,1.0,/
C[C@@H]1CN([C@@H](C)CO)C(=O)c2cc(C#Cc3ccccn3)cnc2O[C@@H]1CN(C)Cc1cncnc1,1.0,/
O=C(NCC[C@@H]1CC[C@H](NS(=O)(=O)c2cccc(F)c2)[C@H](CO)O1)C1CCC1,-0.2,-4
COc1ccc(CN(C)C[C@H]2OCCCC[C@@H](C)Oc3ccc(NS(=O)(=O)c4c(C)noc4C)cc3C(=O)N([C@@H](C)CO)C[C@@H]2C)cc1,-0.5,/
COc1ccc(C)cc1NC(=O)CN1C(=O)CN(c2ccccc2)C1=O,0.2,2
C[C@@H]1CN([C@@H](C)CO)C(=O)c2cccc(NS(=O)(=O)c3cn(C)cn3)c2O[C@H]1CN(C)C(=O)Nc1ccc(C(F)(F)F)cc1,-0.4,/
CC(C)NC(=O)N(C)C[C@@H]1Oc2ccc(NC(=O)Cc3ccccc3)cc2C(=O)N([C@H](C)CO)C[C@@H]1C,1.8,/

# Ordered by count of non-hydrogen atoms (smallest number first): three of the compounds above
Structure,IDH1 R132H inh,PRC2 inh
C[C@H]1CN([C@@H](C)CO)S(=O)(=O)c2ccc(C#CC3CCCC3)cc2O[C@@H]1CN(C)C,-1.0,/
CC(C)NC(=O)N(C)C[C@@H]1Oc2ccc(NC(=O)Cc3ccccc3)cc2C(=O)N([C@H](C)CO)C[C@@H]1C,1.8,/
COc1ccc(CN(C)C[C@H]2OCCCC[C@@H](C)Oc3ccc(NS(=O)(=O)c4c(C)noc4C)cc3C(=O)N([C@@H](C)CO)C[C@@H]2C)cc1,-0.5,/

# New compounds follow:
Structure,IDH1 R132H inh,PRC2 inh
C[C@H]1CN([C@@H](C)CO)C(=O)CCCn2nncc2CO[C@H]1CN(C)S(=O)(=O)c1ccccc1F,/,-2
O=C(C[C@H]1C[C@@H]2c3cc(NC(=O)C4CCOCC4)ccc3O[C@@H]2[C@@H](CO)O1)NCC(F)(F)F,-0.1,-8
COc1ccc(NC(=O)Nc2ccc3c(c2)C(=O)N([C@H](C)CO)C[C@H](C)[C@@H](CN(C)Cc2ccccc2)OCCCC[C@@H](C)O3)cc1,0.9,/
C[C@@H]1CN([C@H](C)CO)S(=O)(=O)c2ccc(C3=CCCCC3)cc2O[C@H]1CN(C)C(=O)CC1CC1,/,9
CCOC(=O)c1c(NC(=O)C(C)Oc2ccc3c(C)cc(=O)oc3c2)sc2c1CCC2 (stereo not given),1.1,3
CS(=O)(=O)N(CC(=O)Nc1ccc(Cl)c(Cl)c1)c1cc(Cl)cc(Cl)c1,-0.3,5
C[C@H](CO)N1C[C@H](C)[C@@H](CN(C)CC2CC2)Oc2c(NC(=O)Nc3ccccc3)cccc2C1=O,/,-2
CC(C)NC(=O)N(C)C[C@@H]1Oc2ccc(NC(=O)CCC(F)(F)F)cc2CC(=O)N([C@H](C)CO)C[C@H]1C,-1.8,/
CCCC[C@H](O)[C@@H]1CC(OC)=CC(=O)O1,0.5,/
COc1ccc(NC(=O)Cc2c(OC)ccc3cc(Br)ccc23)c(OC)c1,-0.1,8
C[C@H](CO)N1C[C@H](C)[C@H](CN(C)C(=O)NC2CCCCC2)Oc2c(NS(C)(=O)=O)cccc2C1=O,0.4,-1
C[C@H]1CN([C@@H](C)CO)C(=O)Cc2cc(NC(=O)CCN3CCOCC3)ccc2O[C@H]1CN(C)C(=O)Nc1ccc(F)cc1,0.3,1
CCO[C@@H]1OC(C(=O)N2CCCC2)=C[C@H](c2ccccc2)[C@H]1CCCO,/,-3
COc1ccc(NS(=O)(=O)c2ccc(N)cc2)nn1,-5.3,/
COc1ccc(NC(=O)Nc2cccc3c2O[C@@H](CN(C)Cc2ccc(-c4ccccc4)cc2)[C@@H](C)CN([C@@H](C)CO)C3=O)cc1,4.4,/
C[C@@H]1CN([C@H](C)CO)C(=O)Cc2cc(NC(=O)Nc3ccc(F)cc3)ccc2O[C@H]1CN(C)S(=O)(=O)c1cccs1,0.0,/
C#CCNC(=O)C1=C[C@@H](C2CC2)C[C@@H](OCCCCO)O1,/,-3
Cc1ccc(S(=O)(=O)Nc2cccc3c2O[C@H](CN(C)Cc2ccc(C(=O)O)cc2)[C@@H](C)CN([C@@H](C)CO)C3=O)cc1,-0.2,/
C[C@H]1CN([C@@H](C)CO)C(=O)Cc2cc(NC(=O)c3ccncc3)ccc2O[C@H]1CN(C)C(=O)Nc1cccc2ccccc12,0.3,2
COc1ccc(S(=O)(=O)Nc2cccc3c2O[C@@H](CN(C)S(=O)(=O)c2cccs2)[C@@H](C)CN([C@H](C)CO)C3=O)cc1,0.2,/
C[C@@H]1CN([C@H](C)CO)S(=O)(=O)c2ccc(C#CC(C)(C)O)cc2O[C@H]1CN(C)C(=O)C1CCCCC1,-0.9,0
O=C(C[C@H]1CC[C@H](NC(=O)c2ccncc2)[C@H](CO)O1)NCCc1ccncc1,0.1,9
Cc1cc2nn(-c3ccc(Cl)cc3)nc2cc1NC(=O)COc1ccccc1C,-0.1,-15
C[C@H]1CN([C@@H](C)CO)C(=O)c2cc(NC(=O)NC3CCCCC3)ccc2O[C@H]1CN(C)Cc1ccc(C(=O)Nc2ccccc2N)cc1,0.0,-4
C[C@@H]1CN([C@@H](C)CO)C(=O)c2cccc(NC(=O)C3CC3)c2O[C@H]1CN(C)Cc1ccc(C(F)(F)F)cc1,1.6,/
O=C1c2ccccc2C(=O)N1CCc1nc2ccccc2c(=O)n1-c1nc2ccccc2s1,-0.5,/
CO[C@@H]1CN(C)C(=O)c2ccc(NC(=O)Nc3ccc(Cl)cc3)cc2OC[C@H](C)N(C)C[C@H]1C,0.1,-7
O=C1C(=O)N(Cc2cccnc2)C(c2ccc(Br)cc2)C1C(=O)c1cccs1 (stereo not given),0.0,-4
C[C@H]1CCCCO[C@@H](CN(C)C(=O)CCC(F)(F)F)[C@@H](C)CN([C@@H](C)CO)C(=O)c2cc(NS(=O)(=O)c3ccccc3)ccc2O1,-1.0,/
C[C@H](CO)N1C[C@H](C)[C@@H](CN(C)Cc2ccc(-c3ccccc3)cc2)Oc2c(NC(=O)C3CCCCC3)cccc2C1=O,0.9,/

# More compounds
# Value order – IDH1 R132H inh, PRC2 inh
> O=C(NCC[C@@H]1CC[C@H](NC(=O)C2CCCCC2)[C@@H](CO)O1)c1ccc(F)cc1
    0.0, 5
> C[C@@H]1CN([C@H](C)CO)C(=O)c2cc(C#CC3(O)CCCC3)cnc2O[C@H]1CN(C)C(=O)C1CCOCC1
    /, 2
> O=C(N[C@@H]1CC[C@@H](CC(=O)N2CCN(c3ccccc3)CC2)O[C@H]1CO)c1ccncc1
    0.5, -2
> COc1ccc(NC(=O)N[C@H]2CC[C@@H](CCn3cc(C4(O)CCCC4)nn3)O[C@H]2CO)cc1
    -0.3, 5
> C[C@H]1CCCCO[C@@H](CN(C)Cc2ccc(C(F)(F)F)cc2)[C@@H](C)CN([C@@H](C)CO)C(=O)c2cc(NC(=O)CCCN(C)C)ccc2O1
    -3.5, /
> Cc1ccc(S(=O)(=O)N[C@H]2C=C[C@@H](CC(=O)NCCc3ccncc3)O[C@@H]2CO)cc1
    -0.3, 1
> O=C(C[C@@H]1CC[C@@H](NC(=O)c2ccc(F)cc2)[C@@H](CO)O1)NCCc1ccccc1
    2.4, 0
> CNC[C@@H]1OCCCC[C@@H](C)Oc2ccc(NS(=O)(=O)c3ccc(Cl)cc3)cc2C(=O)N([C@H](C)CO)C[C@@H]1C
    3.7, -3
> CC(C)[C@@H](C)NC(=O)N(C)C[C@@H]1OCc2ccccc2-c2ccccc2C(=O)N([C@H](C)CO)C[C@H]1C
    0.1, 5
> CCCC(=O)Nc1ccc2c(c1)OC[C@H](C)N(Cc1cncnc1)C[C@@H](C)[C@@H](OC)CN(C)C2=O
    0.2, 9
> COCC(=O)Nc1ccc2c(c1)C(=O)N(C)C[C@@H](OC)[C@@H](C)CN(Cc1ccccc1OC)[C@@H](C)CO2
    0.1, 5
> CCCNC(=O)N(C)C[C@H]1Oc2ncc(C3=CCCCC3)cc2C(=O)N([C@H](C)CO)C[C@H]1C
    /, 3
> CC(=O)Nc1sccc1C(=O)NCc1ccco1
    0.2, 11
> COc1ccc(Cl)cc1NC(=O)CSc1nnc(-c2ccccc2)n1C
    0.2, -9
> Cc1c(NC(=O)CN(c2cccc(F)c2)S(C)(=O)=O)c(=O)n(-c2ccccc2)n1C
    0.2, 7
> C[C@@H]1CN([C@H](C)CO)C(=O)c2ccccc2-c2ccccc2CO[C@H]1CN(C)S(=O)(=O)c1ccc(C(F)(F)F)cc1
    /, -13
> C[C@@H]1CN([C@@H](C)CO)C(=O)c2cccc(N(C)C)c2O[C@H]1CN(C)Cc1ccc(Cl)c(Cl)c1
    /, -10
> C[C@@H]1CN([C@H](C)CO)C(=O)c2cc(NC(=O)Nc3ccc4c(c3)OCO4)ccc2O[C@@H](C)CCCCO[C@@H]1CN(C)C(=O)CCC(F)(F)F
    -2.4, /
> CC(C)CC1NC(=O)C(C)NC1=O (stereo not given)
    0.0, -20
> O=C1O[C@@H](c2ccccc2)[C@@H](c2ccccc2)N2[C@@H](c3ccc(OCCO)cc3)[C@]3(C(=O)Nc4ccc(C#CC5=CCCCC5)cc43)[C@@H](C(=O)NC[C@H](O)c3ccccc3)[C@H]12
    0.3, -36

# Single records, as listed above. Order of values: IDH1 R132H inh, PRC2 inh
# Entry for Cc1c(NC(=O)CN(c2cccc(F)c2)S(C)(=O)=O)c(=O)n(-c2ccccc2)n1C : 0.2, 7
# Entry for O=C(NCC[C@@H]1CC[C@H](NS(=O)(=O)c2cccc(F)c2)[C@H](CO)O1)C1CCC1 : -0.2, -4
# Entry for C[C@H]1CCCCO[C@@H](CN(C)Cc2ccc(C(F)(F)F)cc2)[C@@H](C)CN([C@@H](C)CO)C(=O)c2cc(NC(=O)CCCN(C)C)ccc2O1 : -3.5, /
# Entry for CCCC(=O)Nc1ccc2c(c1)OC[C@H](C)N(Cc1cncnc1)C[C@@H](C)[C@@H](OC)CN(C)C2=O : 0.2, 9

# The results go on:
# Value order – IDH1 R132H inh, PRC2 inh
> O=C(C[C@H]1CC[C@H](NC(=O)CN2CCOCC2)[C@H](CO)O1)NC1CCCCC1
    -0.1, 0
> O=C(C[C@@H]1C=C[C@@H](NC(=O)Nc2ccccc2F)[C@H](CO)O1)NCc1ccc(Cl)cc1
    0.5, -4
> O=C(CCN1CCCCC1)NCC[C@@H]1CC[C@@H](NC(=O)C2CCCC2)[C@@H](CO)O1
    0.2, -3
> CO[C@H]1CC[C@H]2CCOc3c(C#N)cccc3C(=O)N(C)[C@@H](C)C(=O)N(C)C[C@H]1O2
    -0.2, 0
> C[C@@H]1CN([C@@H](C)CO)S(=O)(=O)c2ccc(C#CC(C)(C)O)cc2O[C@@H]1CN(C)C(=O)C1CC1
    /, 2
> Cc1noc(C)c1NC(=O)Nc1cccc2c1O[C@H](CN(C)C(=O)NC1CCCCC1)[C@@H](C)CN([C@H](C)CO)C2=O
    1.1, /
> COc1cccc(C#Cc2cnc3c(c2)C(=O)N([C@@H](C)CO)C[C@H](C)[C@@H](CN(C)C(C)=O)O3)c1
    -2.2, -7
> CO[C@H]1CN(C)C(=O)c2cc(NC(=O)c3cc(C)on3)ccc2OC[C@H](C)N(C(C)=O)C[C@@H]1C
    0.1, -6
> COc1ccc(CN(C)C[C@@H]2OCCCC[C@@H](C)Oc3ccc(NS(=O)(=O)c4ccc(Cl)cc4)cc3C(=O)N([C@H](C)CO)C[C@@H]2C)cc1
    -1.2, /
> O=C(Cc1ccncc1)NCC[C@H]1CC[C@H](NC(=O)Nc2cccc(F)c2)[C@@H](CO)O1
    0.5, -4
> C/C=C/c1cnc2c(c1)C(=O)N([C@H](C)CO)C[C@@H](C)[C@@H](CN(C)C(=O)C1CC1)O2
    0.0, 13
> Cc1noc(C)c1S(=O)(=O)Nc1ccc2c(c1)C(=O)N([C@@H](C)CO)C[C@@H](C)[C@H](CN(C)C(=O)c1ccccc1)OCCCC[C@H](C)O2
    3.7, /
> C[C@H](CO)N1C[C@H](C)[C@H](CN(C)S(=O)(=O)c2ccccc2)Oc2ncc(C#Cc3ccc(C(F)(F)F)cc3)cc2C1=O
    1.3, /
> C[C@H](O)C#Cc1ccc2c(c1)O[C@@H](CN(C)Cc1ccc(-c3ccccc3)cc1)[C@H](C)CN([C@@H](C)CO)S2(=O)=O
    -0.5, 28&14
> C=CCNC(=O)[C@H]1[C@@H]2C(=O)O[C@@H](c3ccccc3)[C@@H](c3ccccc3)N2[C@@H](c2ccc(OCCO)cc2)[C@]12C(=O)Nc1ccc(C#CCCO)cc12
    /, -13
> CC(C)NC(=O)N(C)C[C@@H]1Oc2ccc(NC(=O)Nc3ccc(F)cc3)cc2C(=O)N([C@H](C)CO)C[C@@H]1C
    -0.3, -3
> Cc1ccccc1S(=O)(=O)N[C@H]1CC[C@@H](CCn2cc(-c3ccccc3)nn2)O[C@H]1CO
    -0.6, 4
